# HPDE-C7 viability = HPDE-C7 pancreatic duct cell viability loss – fluorescence, HTS (AID 430) | 1.8% of 63,000 active | cytotoxicity, % at 10 µM; hits with a dose series show EC50 in µM | HPDE-C7 pancreatic duct cells viability, fluorescence; higher % means a stronger effect;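 also: cells exposed to compound for 48 hours before viability readout; 0% = vehicle and 100% = reference cytotoxic drug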
# HPDE-C7K KRASV12 = cytotoxicity in KRAS-transformed pancreatic duct cells, primary screen, cell-based, fluorescence, HTS (AID 431) | HPDE-C7K KRASV12 cells, Alamar Blue viability, 48 h; higher % means a stronger effect | one-dose cytotoxicity, % at 10 µM; EC50 in µM for titrated hits | 1.7% of 63,000 active;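 active = compounds whose percent cytotoxicity in the single-dose primary screen, scaled between solvent and toxic-drug controls, exceeds 50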;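 also: 0% = DMSO solvent wells and 100% = doxorubicin-treated wells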
# MK inhibit = inhibitors of Streptococcus pneumoniae mevalonate kinase. purified MK, PK/LDH-coupled NADH absorbance 340 nm. inhibition, % at 10 µM. 0.48% of 65,000 active. AID 555;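 active = ranked among the strongest by inhibition in the single 10 µM screen, a fixed top-ranked set picked for dose follow-up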; also: no value below 0 was filed
# Spn PMK inh = S. pneumoniae PMK inhibition; purified PMK, PK/LDH-coupled NADH absorbance 340 nm; inhibition, % at 10 µM; 0.49% of 65,000 active; AID 539;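 active = top-ranked compounds by inhibition in the single 10 µM screen, taking a fixed number of the strongest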;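 also: 0% = full reaction with DMSO carrier and 100% = background rate without enzyme reaction; no value below 0 was filed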
# HT1080 cytotoxicity = HT1080 cell viability loss – fluorescence readout (AID 620); HT1080 viability, fluorescence; higher % means a stronger effect; one-dose cytotoxicity, % at 10 µM; EC50 in µM for titrated hits; 0.42% of 87,000 active;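 also: cells exposed to compound overnight then 4 h with Alamar Blue; 0% = vehicle DMSO and 100% = killing control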
# Bfl-1 inhibitors = displacement of Bid BH3 peptide from Bfl-1 – biochemical, fluorescence polarization, FITC-Bid, mouse, primary screen (AID 432) | FITC-Bid BH3 peptide fluorescence polarization displacement; higher % means a stronger effect | displacement, % at 20 µM; hits with a dose series show IC50 in µM | 0.02% of 64,000 active; in the data active = a potency from the dose series; inactive = the rest, 99 in 100 with displacement below about 15%; also: strong numbers were not always called active
# Spn DPM-DC inh = inhibitors of Streptococcus pneumoniae diphosphomevalonate decarboxylase; calls only at 10 µM; AID 556; 0.49% of 65,000 active; purified DPM-DC, PK/LDH coupled NADH fluorescence;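 active = the 320 compounds with the highest percent inhibition in the single-dose primary screen, excluding strongly autofluorescent ones, cut at about 32% in these data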;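 also: kinetic rate of NADH fluorescence loss reporting ADP formed by the decarboxylase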
# LYP phosphatase = inhibition of human PTPN22 tyrosine phosphatase – biochemical, DiFMUP fluorescence, recombinant catalytic domain, 10 µM, primary screen (AID 606); recombinant LYP catalytic domain, DiFMUP fluorescence; higher % means a stronger effect; inhibition, % at 10 µM, or IC50 in µM where a hit was titrated; 52,000 tested, under 10 active;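 active = IC50 under 40 µM in the dose-response test; inactive = IC50 of 40 µM or more, or never dose-tested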
# TNAP inhibition = human TNAP enzyme inhibitors, biochemical, luminescent (AID 518); 0.09% of 64,000 active; purified TNAP enzyme, luminescent substrate readout; higher % means a stronger effect; inhibition, % at 20 µM, or IC50 in µM where a hit was titrated; in the data active = a potency from the dose series; inactive = the rest, 99 in 100 with inhibition below about 22%;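 also: plate controls were vehicle for no effect and reference inhibitor for full effect; many of its hits are not listed in these tables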
# Spn PMK inh pilot replicates = second read-out of Spn PMK inh, no call of its own (marks repeat the call); inhibition, %; measured here: pilot screen replicates
# MK inhibit pilot replicates = second read-out of MK inhibit, no call of its own (marks repeat the call); inhibition, %; measured here: pilot screen replicates
# Spn DPM-DC inh pilot screen % = recorded beside Spn DPM-DC inh, whose call it bears; inhibition, %; measured here: pilot screen trials
# Starred values were filed as active, the others as inactive; i = inactive; / = no result given. Rule as the data show it, unless noted: active = cytotoxicity above about 50%; inactive = the rest.
SMILES,HPDE-C7 viability,HPDE-C7K KRASV12,MK inhibit,Spn PMK inh,HT1080 cytotoxicity,Bfl-1 inhibitors,Spn DPM-DC inh,LYP phosphatase,TNAP inhibition,others
COCCNC(=O)c1ccccc1NC(=O)C1COc2ccccc2O1 (stereo not drawn),-10%,-2%,5,0,4%,-10%,i,/,6%,
CCn1c(SCc2nc3ccccc3c(=O)[nH]2)nnc1-c1cccnc1,-5%,11%,4,2,11%,-4%,i,-3%,9%,Spn PMK inh pilot replicates=3.5;MK inhibit pilot replicates=2.5;Spn DPM-DC inh pilot screen %=1.5
CCCCNC(=O)c1cc2c(=O)n3cccc(C)c3nc2n(Cc2ccncc2)c1=N,-19%,-12%,4,8,54%*,-4%,/,/,14%,
Cc1cc(N=Cc2cc(Cl)ccc2O)no1,2%,2%,5,5,9%,-4%,i,6%,9%,
COc1ccc(-c2ccc(-c3noc(-c4ccc(OC)c(OC)c4)n3)c(OC)n2)cc1,16%,9%,14,15,3%,0%,/,/,15%,
Cc1ccc(NC(=O)c2c(C)nc(Nc3nc4ccccc4o3)nc2C)cc1,-9%,-4%,0,22,-12%,2%,i,11%,3%,
COCCCNC(=O)CCn1c(=O)c2ccccc2n(CC(=O)Nc2cc(Cl)ccc2C)c1=O,1%,9%,0,15,4%,-1%,i,4%,10%,
Cc1ccc(SCc2[nH]nc3c2C(c2ccc(C)o2)C(C#N)=C(N)O3)cc1 (stereo not drawn),44%,11%,1,0,0%,5%,i,/,18%,Spn PMK inh pilot replicates=1.0;MK inhibit pilot replicates=0.0;Spn DPM-DC inh pilot screen %=1.5
COc1ccc(NC(=O)Cn2nnc(C(=O)NCc3ccccc3)c2N)cc1Cl,20%,20%,1,13,12%,-9%,i,14%,13%,
CC(=O)Nc1ccc2nc(-c3cccnc3)[nH]c2c1,-13%,-5%,8,0,2%,9%,i,-3%,8%,Spn PMK inh pilot replicates=1.5;MK inhibit pilot replicates=1.5;Spn DPM-DC inh pilot screen %=3.0
CCCCn1c(N)c(N(CCC(C)C)C(=O)COC(=O)c2ccco2)c(=O)[nH]c1=O,/,/,0,16,-7%,6%,i,-14%,8%,
Cc1cc(C)nc(/N=C2\NC(=O)CC(C(=O)O)N2c2ccc(Oc3ccccc3)cc2)n1 (stereo not drawn),4%,4%,0,0,3%,5%,i,-34%,9%,

# Not a retest: entries from further up.
SMILES,HPDE-C7 viability,HPDE-C7K KRASV12,MK inhibit,Spn PMK inh,HT1080 cytotoxicity,Bfl-1 inhibitors,Spn DPM-DC inh,LYP phosphatase,TNAP inhibition,others
COCCNC(=O)c1ccccc1NC(=O)C1COc2ccccc2O1 (stereo not drawn),-10%,-2%,5,0,4%,-10%,i,/,6%,
CCn1c(SCc2nc3ccccc3c(=O)[nH]2)nnc1-c1cccnc1,-5%,11%,4,2,11%,-4%,i,-3%,9%,Spn PMK inh pilot replicates=3.5;MK inhibit pilot replicates=2.5;Spn DPM-DC inh pilot screen %=1.5
CCCCNC(=O)c1cc2c(=O)n3cccc(C)c3nc2n(Cc2ccncc2)c1=N,-19%,-12%,4,8,54%*,-4%,/,/,14%,
Cc1cc(N=Cc2cc(Cl)ccc2O)no1,2%,2%,5,5,9%,-4%,i,6%,9%,

# Additional compounds.
SMILES,HPDE-C7 viability,HPDE-C7K KRASV12,MK inhibit,Spn PMK inh,HT1080 cytotoxicity,Bfl-1 inhibitors,Spn DPM-DC inh,LYP phosphatase,TNAP inhibition,others
O=C(OCC(=O)N1CCN(C(=O)c2ccco2)CC1)C1=COCCO1,1%,-2%,8,0,6%,-9%,i,12%,7%,
Cc1ccc(N)cc1CN1CCCC1=O,-16%,-11%,0,14,-5%,6%,i,4%,8%,
O=C(NCCN1CCOCC1)c1noc2c1CCc1ccccc1-2,-9%,-3%,5,16,32%,-4%,i,/,10%,
COc1cccc(NC(=O)c2ccccc2-c2nc(-c3ccc(F)cc3)no2)c1,-2%,3%,17,0,27%,-4%,i,26%,12%,
CN1CCN(CC(=O)Nc2sc3c(c2C#N)CCC(C(C)(C)C)C3)CC1 (stereo not drawn),/,/,10,3,13%,-9%,i,-3%,7%,
Cn1c(=O)oc2cc(S(=O)(=O)NCCC(=O)NC3CCCc4ccccc43)ccc21 (stereo not drawn),-22%,-16%,0,1,-4%,-1%,i,2%,5%,
CCCc1ccc(C(C)NC(=O)c2cnccn2)cc1 (stereo not drawn),-8%,5%,9,13,-6%,-2%,i,-2%,13%,Spn PMK inh pilot replicates=4.0;MK inhibit pilot replicates=0.0;Spn DPM-DC inh pilot screen %=0.0
O=S(=O)(Nc1nc(CN2CCOCC2)nc2sc3c(c12)CCCC3)c1cc(F)ccc1F,11%,20%,1,16,4%,-12%,i,0%,6%,
CCn1cc(C(=O)Nc2ccc(NC(=O)c3ccco3)cc2)c(=O)c2ccc(C)nc21,/,/,6,18,2%,/,i,3%,/,
NC(=O)c1c(-c2ccccc2)oc2ccc(O)cc12,-2%,16%,6,8,0%,-4%,i,-17%,17%,Spn PMK inh pilot replicates=1.5;MK inhibit pilot replicates=4.0;Spn DPM-DC inh pilot screen %=0.0
COc1cccc2cc(C(C)=O)c(=O)oc12,-5%,4%,0,5,0%,-1%,i,5%,8%,
COC(=O)c1cc(OC)c(OC)cc1NC(=O)CCCCCN1C(=O)CCC1=O,10%,6%,10,10,-4%,-4%,i,20%,11%,
CC(C)CC(c1nnnn1C(C)(C)C)N1CCN(C2CCCC2)CC1 (stereo not drawn),-7%,-3%,9,5,-8%,-2%,i,6%,5%,Spn PMK inh pilot replicates=2.0;MK inhibit pilot replicates=0.0;Spn DPM-DC inh pilot screen %=0.0
COc1cccc(CNn2c(-c3cccc(C)c3)nc3ccccc3c2=O)c1O,-13%,-9%,0,12,-2%,-6%,i,3%,0%,

# By substructure, those above with an aryl thioether with sulfur outside any ring
SMILES,HPDE-C7 viability,HPDE-C7K KRASV12,MK inhibit,Spn PMK inh,HT1080 cytotoxicity,Bfl-1 inhibitors,Spn DPM-DC inh,LYP phosphatase,TNAP inhibition,others
CCn1c(SCc2nc3ccccc3c(=O)[nH]2)nnc1-c1cccnc1,-5%,11%,4,2,11%,-4%,i,-3%,9%,Spn PMK inh pilot replicates=3.5;MK inhibit pilot replicates=2.5;Spn DPM-DC inh pilot screen %=1.5
Cc1ccc(SCc2[nH]nc3c2C(c2ccc(C)o2)C(C#N)=C(N)O3)cc1 (stereo not drawn),44%,11%,1,0,0%,5%,i,/,18%,Spn PMK inh pilot replicates=1.0;MK inhibit pilot replicates=0.0;Spn DPM-DC inh pilot screen %=1.5

# Assay outcomes deposited in PubChem BioAssay by several laboratories.
